RMI-FANCM inh = disruptors of RMI1/RMI2 association with MM2 peptide – biochemical, fluorescence polarization, human, primary screen | FP signal (polarization) at 33 µM | RMI core complex with F-MM2 peptide; stronger effect = lower value | RMI core complex (RMI1/RMI2) binding to FANCM MM2 peptide, human | 70,000 tested, 0.58% active; in the data active means FP signal below about 40; further: inactives centre near 61; strong numbers were not always called active; unit not given here
Starred values were filed as active, the others as inactive; & = joins results of further samples. Some of the compounds tested; count on the stated rates, not on these rows.

RMI-FANCM inh	Compound
62	Cc1sc(=Nc2ccccc2)n(-c2ccccc2)c1-c1ccccc1
65	Cn1c(SCCCC(=O)Nc2ccc(S(N)(=O)=O)cc2)nc2sc3c(c2c1=O)CCCC3
64	O=c1[nH]nc(SCc2nc3ccccc3s2)n1Cc1ccco1
55	FC(F)(F)c1ccnc(NCc2ccc(Cl)cc2)n1
65	COCCN1CCCc2ccc(NC(=O)c3ccccc3Cl)cc21
65	O=C(c1ccno1)N(CCN1CCOCC1)c1nc2ccc(F)cc2s1
54	O=C(c1ccc(Cl)cc1)c1coc2c1cc(O)c1ccccc12
62	O=C(N/N=C\c1cccs1)C(=O)Nc1ccc(Cl)c(Cl)c1
70	O=C(NCC(c1ccsc1)N1CCc2ccccc2C1)c1ccc(F)cc1 (stereo unspecified)
59	COc1ccc(NC(=O)c2ocnc2C)cc1OC
56	O=S(=O)(NCc1ccc(F)cc1)c1cccc2cnccc12
56	CC(C)Oc1ccc2c(=O)cc(-c3ccccc3)oc2c1
57	COc1ccc(C(=O)NC(=S)Nc2ccccc2C(N)=O)cc1
64	O=C(CNC(=O)c1ccccc1)NCCCS(=O)(=O)N1CCN(c2ccccc2)CC1
65	CCOC(=O)C1C(=O)C=C(c2cccs2)CC1c1ccc(OCC)cc1 (stereo unspecified)
55	Cc1nc(N)nc(N/N=C\c2ccccn2)n1
59	Nc1ccc(C(=O)/C=C/c2ccc(Br)o2)cc1
64	Cc1cccc(-n2ncc3c(=O)[nH]c(-n4nc(C)cc4NC(=O)CC(C)C)nc32)c1
50	O=C(CSc1nc(=O)n(CC2CCCO2)c2c1CCC2)NC1CCCC1 (stereo unspecified)
53	CCC(CO)Nc1nc(NCc2ccccc2)c2ncn(C(C)C)c2n1 (stereo unspecified)
73	CCOC(=O)c1c(NC(=O)c2ccc(Br)cc2)sc2c1CCC(C)C2 (stereo unspecified)
56	CCOc1ccc(N2CC(NC(=O)NCC3CCCO3)CC2=O)cc1 (stereo unspecified)
61	O=C(CSC1=NS(=O)(=O)c2cc(Cl)ccc2N1)N1CCOCC1
59	O=S(=O)(c1ccc(Cl)cc1)c1ccccc1C(F)(F)F
60	Cn1c(SCC(=O)NC2CCCCC2)nnc1-c1c[nH]c2ccccc12
62	Cc1cccc(NC(=O)C(=O)NCC(c2ccc3c(c2)CCN3C)N(C)C)c1 (stereo unspecified)
63	Cc1cc(NC(=O)Cn2nnc3ccccc32)no1
55	CCOC(=O)/C(C(=S)Nc1ccccc1)=C(\C)NCc1ccco1
70	O=C(CC1CCCCN1S(=O)(=O)c1ccccc1)Nc1cc(F)ccc1F (stereo unspecified)
56	O=C(Nc1nc(-c2ccccc2)cs1)c1cccc2c1-c1ccccc1C2=O
56	O=C1NN(c2ccccc2)C(=S)Nc2ccccc21
64	CCCOc1ccc(-c2csc(NC(=O)/C=C/c3ccccc3Cl)n2)cc1
56	COC(=O)c1ccc(NC(=O)c2ccc(=O)[nH]n2)cc1
62	CCOc1ccc(-n2cc(-c3ccccc3)c3c(=O)[nH]cnc32)cc1
115	Cc1ccc2c(c1)c1ncn(Cc3ccccc3)c(=O)c1n2CC(=O)NCc1ccco1
59	CSc1nc2cc(-c3ccc(Cl)cc3)nn2c(C)c1C(C)=O
59	COCCN1CCCc2ccc(NS(=O)(=O)c3ccc(NC(C)=O)cc3C)cc21
62	CCNC(=O)C1Cc2ccccc2N1C(=O)/C=C\c1ccc([N+](=O)[O-])cc1 (stereo unspecified)
69	CCOc1ccc(S(=O)(=O)Nc2ccc3c(c2)CCCN3S(=O)(=O)CC)cc1F
69	CCOc1ccc(S(=O)(=O)Nc2ccc3c(c2)N(C(=O)C2CC2)CC3)cc1
60	Cc1ccc(OCc2ccc(-c3nc(C#N)c(NCCCn4ccnc4)o3)o2)cc1
65	COCC(=O)Nc1ccc(N2CCCC2=O)cc1
64	CCOc1ccc(NC(=O)c2sccc2S(=O)(=O)N2CCN(c3ccc(F)cc3)CC2)cc1
59	N#CCCSc1ccccc1NC(=O)c1ccc(Cl)s1
61	CC(=O)c1cccc(Nc2ncnc(N)c2[N+](=O)[O-])c1
57	COc1cc(C(=O)N(CCC#N)C2CCCCC2)cc(OC)c1OC
63	O=C(NC1CCCCC1)Sc1ccccc1
62	O=C1CC(C(=O)O)SC(=NN=C2CCCCC2)N1 (stereo unspecified)
63	CCOC(=O)c1n[nH]c(=S)[nH]c1=O
68	CC(OC(=O)c1ccc2ccccc2n1)C(=O)c1ccc(F)cc1 (stereo unspecified)
56	CNC(=O)c1ccsc1NC(=O)CCSc1ccc(Cl)cc1
58	CC(Sc1nc2ccccc2[nH]1)C(=O)NNC(=O)c1ccncc1 (stereo unspecified)
60	O=C(CN1C(=O)CSCC1=O)Nc1ccc(Cl)c(Cl)c1
53	O=C(NCC(c1ccc(F)cc1)N1CCOCC1)C(=O)Nc1ccon1 (stereo unspecified)
56	CC12CCC(C(=O)Nc3ccccc3C(F)(F)F)(C(=O)C1=O)C2(C)C (stereo unspecified)
38	CC(=O)c1ccc(NC(=O)/C(C)=C\C(=O)O)cc1
52	CC(=O)NC1C(Oc2cc(C(F)(F)F)cc(C(F)(F)F)c2)OC(CO)C(O)C1O (stereo unspecified)
56	O=C(Nc1ccc(F)cc1)Nc1nnc(SCC(=O)N2CCOCC2)s1
77	CC1CCN(S(=O)(=O)c2ccc(C(=O)Nc3nc4cc5c(cc4s3)OCCO5)cc2)CC1
66	Cc1nc(-n2nc(-c3cccs3)cc2NC(=O)c2ccc(F)cc2)[nH]c(=O)c1C

An excerpt of these results, in CSV form:
smiles,RMI-FANCM inh
CC(=O)c1cccc(Nc2ncnc(N)c2[N+](=O)[O-])c1,61
COc1cc(C(=O)N(CCC#N)C2CCCCC2)cc(OC)c1OC,57
O=C(NC1CCCCC1)Sc1ccccc1,63
O=C1CC(C(=O)O)SC(=NN=C2CCCCC2)N1 (stereo unspecified),62
CCOC(=O)c1n[nH]c(=S)[nH]c1=O,63
CC(OC(=O)c1ccc2ccccc2n1)C(=O)c1ccc(F)cc1 (stereo unspecified),68
CNC(=O)c1ccsc1NC(=O)CCSc1ccc(Cl)cc1,56
CC(Sc1nc2ccccc2[nH]1)C(=O)NNC(=O)c1ccncc1 (stereo unspecified),58
O=C(CN1C(=O)CSCC1=O)Nc1ccc(Cl)c(Cl)c1,60
O=C(NCC(c1ccc(F)cc1)N1CCOCC1)C(=O)Nc1ccon1 (stereo unspecified),53
CC12CCC(C(=O)Nc3ccccc3C(F)(F)F)(C(=O)C1=O)C2(C)C (stereo unspecified),56
CC(=O)c1ccc(NC(=O)/C(C)=C\C(=O)O)cc1,38
CC(=O)NC1C(Oc2cc(C(F)(F)F)cc(C(F)(F)F)c2)OC(CO)C(O)C1O (stereo unspecified),52
O=C(Nc1ccc(F)cc1)Nc1nnc(SCC(=O)N2CCOCC2)s1,56
CC1CCN(S(=O)(=O)c2ccc(C(=O)Nc3nc4cc5c(cc4s3)OCCO5)cc2)CC1,77
Cc1nc(-n2nc(-c3cccs3)cc2NC(=O)c2ccc(F)cc2)[nH]c(=O)c1C,66

Further entries follow:
RMI-FANCM inh	Compound
63	C=CCOCC(O)CN1CCN(c2cccc(Cl)c2)CC1 (stereo unspecified)
57	O=C(Nc1ccc(Cl)cc1)c1csc(COc2ccc3nonc3c2)n1
53	O=C(CSC1=NS(=O)(=O)c2cc(F)ccc2N1)NCc1ccc2c(c1)OCO2
59	Cc1ccc(-c2cnn3c(N4CCOCC4)cc(C)nc23)cc1
54	O=C(CSc1nnc(-c2ccccc2Cl)n1-n1cccc1)Nc1nccs1
54	CSc1sc(NC(=O)N2CCOCC2)c(-c2ccc(Cl)cc2)c1C#N
58	Cc1cc(C(=O)N=c2sc3ccccc3n2C)no1
64	Cc1ccccc1-n1c(N)c(C(=O)N2CCCCCC2)sc1=S
53	C/C(=N/O)c1c(O)cc(-c2ccccc2)n(-c2ccccc2)c1=O
69	COCCn1c(C)cc(C(=O)CSc2nnnn2-c2ccccc2)c1C
57	O=C(/C=C/c1ccccc1)NC(=S)Nc1nc(-c2ccc(-c3ccccc3)cc2)cs1
59	CCCCOc1ccccc1-c1cc(C(=O)N/N=C/c2cccnc2)[nH]n1
59	O=C1c2ccccc2C(=O)N1CCN1CCN(Cc2ccccc2)CC1
52	O=C(Nc1ccc2c(c1)OCCO2)C1CCN(S(=O)(=O)c2ccc(F)cc2)CC1
51	Cc1nn(C)c2c1S(=O)(=O)N=C(N1CCOCC1)S2
61	O=C(c1ccccc1)c1ccc(OCC(O)CNc2ccc(F)cc2)cc1 (stereo unspecified)
56	CC(C)(Oc1ccc(Cl)cc1)C(=O)Oc1coc(CSc2nnc(NC(=O)C3CC3)s2)cc1=O
53	CCn1c(=O)[nH]c2cc(Cl)c(Cl)cc21
60	O=C(Oc1ccc(Cl)cc1Cl)c1ccc2nccnc2c1
72	CCCN1C(=O)C(C)(C)COc2ccc(NC(=O)Cc3ccc(Cl)cc3)cc21
56	CCc1nnsc1C(=O)Nc1c(C(=O)Nc2ccccc2)oc2ccccc12
58	COc1ccc(NC(=O)c2oc3ccccc3c2NC(=O)c2ccc(C)c([N+](=O)[O-])c2)cc1
70	COCCNC(=O)C(=O)NCCc1ccc(N(C)C)cc1
62	CSc1ccccc1-c1nnc(NC(=O)c2ccc(S(=O)(=O)N3CCC(C)CC3)cc2)o1
58	O=C1OC2(CCCCC2)OC(=O)C1=CNc1ccc(F)c(F)c1
55	NS(=O)(=O)c1ccc(NC(=O)c2ccc(=O)n(Cc3cccc([N+](=O)[O-])c3)c2)cc1
63	CS(=O)(=NS(=O)(=O)c1cc(S(=O)(=O)c2ccccc2)cs1)c1ccccc1 (stereo unspecified)
51	CCCN1CCc2c(sc(NC(=O)c3ccc(S(=O)(=O)N4CCN(C(=O)OCC)CC4)cc3)c2C(N)=O)C1
59	N#CC(C#N)=Cc1ccc(Oc2ccccc2)nc1
63	O=[N+]([O-])c1ccc2ccc([N+](=O)[O-])cc2c1
55	CN(C(=O)COc1ccc(Cl)cc1)c1nnc(C23CC4CC(CC(C4)C2)C3)s1
66	O=C(CN1C(=O)c2ccccc2C1=O)OCc1nc2ccccc2s1
55	OC[C@@H](O)[C@@H](O[C@@H]1O[C@H](CO)[C@@H](O)[C@H](O)[C@H]1O)[C@H](O)[C@@H](O)CO
57&66	O=c1cc(O)c2c(=O)n3c4c(cccc4c2o1)CCC3
71	O=C(NCCn1ncc2c(=O)n(Cc3cccc([N+](=O)[O-])c3)cnc21)C1CC(=O)N(c2ccc(F)cc2)C1 (stereo unspecified)
58	Cc1cc(Cc2cccs2)c(=O)[nH]n1
60	COc1ccccc1/C=C/C=Nc1c(C)n(C)n(-c2ccccc2)c1=O
72	Cc1cccc(CS(=O)(=O)NCC(c2ccsc2)N2CCc3ccccc3C2)c1 (stereo unspecified)
77	O=c1c2cc(-c3ccccc3)nn2ccn1Cc1nc(-c2ccccc2)no1
56	COc1ccc(Cl)cc1N1C(=O)COCC1=O

Single values from the entries so far.
Cc1cccc(CS(=O)(=O)NCC(c2ccsc2)N2CCc3ccccc3C2)c1 (stereo unspecified) – RMI-FANCM inh = 72
CSc1ccccc1-c1nnc(NC(=O)c2ccc(S(=O)(=O)N3CCC(C)CC3)cc2)o1 – RMI-FANCM inh = 62

Other entries:
RMI-FANCM inh	Compound
64	CCOc1ccc(OCCNC(=O)c2ccc(Cl)cc2Cl)cc1
55	O=C(NNC(=O)c1ccno1)c1cccc(Cl)c1
61	CN(C)S(=O)(=O)c1ccc2nc(NC(=O)c3ccn(C)n3)sc2c1
58	Cc1ccc(-n2cc(C(=O)N3CCN(c4ccccc4)CC3)nn2)cc1C
60	CC(C)(C)C(=O)NCCn1ccc2ccccc21
62	O=C(O)CCC(=O)Nc1nnc(C(F)(F)F)s1
69	CCOc1ccccc1-c1noc(Cn2c(=O)n(CC(C)C)c(=O)c3ccccc32)n1
53&69	Brc1c(NC2=NCCN2)ccc2nccnc12
54	COc1cccc2c1c(NC(=O)C1CCN(C(=O)OCc3ccccc3)CC1)nn2C
61	O=C(COc1ccccc1F)NCCOc1ccccc1
55	O=S(=O)(Nc1ccc(Oc2ccc(OC(F)(F)F)cc2)cc1)c1cccc(Cl)c1
64	O=C(Cc1cccs1)NNC(=O)c1cccn(Cc2ccc(Cl)c(Cl)c2)c1=O
57	Cc1ccc(C(C)(C)C)cc1S(=O)(=O)NC(=O)c1ccccc1
60	O=C(Nc1c(-c2ccccc2)nc2ccccn12)c1ccccc1F
63	COc1c(O[C@@H]2O[C@H](CO)[C@@H](O)[C@H](O)[C@H]2O)cc2c(c1OC)-c1ccc(SC)c(=O)cc1C(NC(C)=O)CC2 (stereo partly specified)
52	CSc1nc2ccc(NC(=O)c3ccccc3C(F)(F)F)cc2s1
69	O=S(=O)(NCc1ccsc1)c1ccc(F)c(Cl)c1
56	O=c1[nH]c2ccccc2s1
65	CC12CCC(O)CC1=CCC1C2CCC2(C)/C(=N\N)CCC12 (stereo unspecified)
56	NNC(=O)Cc1nc(-c2cnccn2)no1
62	Cc1onc(-c2ccccc2)c1CNC(=O)Nc1ccc(F)cc1F
69	CCn1nccc1C(=O)N(CCCN1CCOCC1)c1nc2ccc(C)cc2s1
54&67	Cc1ccc(S(=O)(=O)NC(=O)NN2CC3CCCC3C2)cc1 (stereo unspecified)
63	Cc1ccc2c(CC(=O)NCC(C)C)cc(=O)oc2c1
56	O=C(/C=C/c1cccs1)Nc1onc2c1CCC2
57	Cc1cc(C)n(-c2nc(-c3ccccc3)cc(=O)n2CC(=O)Nc2ccc3c(c2)OCCO3)n1
57	Cc1nc(-c2ccc(S(=O)(=O)N3CCN(C4c5ccccc5-c5ccccc54)CC3)s2)cs1
74	CCCCOc1ccc(C(=O)Nc2sc(C)c(C)c2C(=O)OCC)cc1
59	COc1c[nH]c(C(=O)Nc2ccc3c(c2)OCO3)cc1=O
57	O=C(CCS(=O)(=O)c1ccccc1)Nc1nc2c(Br)cccc2s1
85	COC(=O)c1c(NC(=O)c2ccc3c(c2)CC(c2ccccc2)OC3=O)sc(C)c1C (stereo unspecified)
62	COCCn1c(=NC(=O)c2ccc3c(c2)CCCC3)sc2cc(S(C)(=O)=O)ccc21
67	CCOC(=O)C1CCN(C(=O)Cn2cnc(-c3ccc(C)cc3)cc2=O)CC1
52	Cc1nc(Cn2cnc3ccccc32)no1
65	O=C(NCCN1CCN(c2ccc(F)cc2)CC1)C(=O)NCc1ccc(F)cc1

High-throughput results (PubChem)
